# Screening data: PubChem BioAssay, National Center for Advancing Translational Sciences (NCATS)
# GLP1R inv ag – qHTS of GLP-1 Receptor Inverse Agonists (Inhibition Mode); HEK293 GLP-1R CRE-luciferase, luminescence, 24 h; GLP-1R form is constitutively active; Potency, µM (doses to about 38.3 µM), for inactives: at the top dose activity change, negative = inhibition, actives largely listed as inhibitors; hit rate 1.6% among 410,000; also: potency is read from the fitted curve at half-maximal effect; % is scaled to controls: 0 for no effect and ±100 for the full control effect; nearly all actives have a fitted effect of over 55% in size
#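 GLP-1R inverse agonism mode: basal reporter luminescence in engineered HEK293 cells measured after one day of compound exposure at 37 deg C, with a 12 min room-temperature detection step.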
# PTHR1 agonist – qHTS for PTHR1 Agonists: Primary Screen; Parathyroid hormone/parathyroid hormone-related peptide receptor (Homo sapiens), Q03431; HEK293 GP2 PTHR1 cells, GloSensor cAMP luminescence, 1 h; Potency, µM (top dose mostly 115 µM), inactives show at the top dose activation, usual class: activators; hit rate 0.075% among 410,000; AID 743266, 2014; also: potency is read from the fitted curve at half-maximal effect; nearly all actives have a fitted effect of over 55% in size; some results filed as inactive show a strong effect at the top dose; inactives centre near -15; many of its hits are not listed in these tables
# Target sequence (Q03431 whole entry, looked up): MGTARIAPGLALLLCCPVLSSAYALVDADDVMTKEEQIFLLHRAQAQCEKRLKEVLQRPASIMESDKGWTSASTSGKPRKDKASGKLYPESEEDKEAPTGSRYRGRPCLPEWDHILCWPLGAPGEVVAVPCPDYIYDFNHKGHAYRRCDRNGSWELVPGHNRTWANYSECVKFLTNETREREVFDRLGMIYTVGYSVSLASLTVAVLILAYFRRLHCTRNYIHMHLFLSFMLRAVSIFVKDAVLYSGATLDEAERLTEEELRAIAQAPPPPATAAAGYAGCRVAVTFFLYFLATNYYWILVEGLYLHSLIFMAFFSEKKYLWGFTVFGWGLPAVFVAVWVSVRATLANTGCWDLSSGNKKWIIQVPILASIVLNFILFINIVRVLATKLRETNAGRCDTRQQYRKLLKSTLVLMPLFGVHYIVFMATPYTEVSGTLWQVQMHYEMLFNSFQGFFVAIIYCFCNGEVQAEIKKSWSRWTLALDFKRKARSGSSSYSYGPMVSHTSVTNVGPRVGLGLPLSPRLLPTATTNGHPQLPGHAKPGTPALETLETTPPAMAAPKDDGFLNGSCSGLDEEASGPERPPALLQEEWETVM
#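 HEK-293-derived GP2 cells expressing PTHR1 and a GloSensor cAMP reporter, 3,000/well, plated overnight, given luciferin plus IBMX (each 0.5 mM as added) for 1 h at 37 °C, then compound for 1 h at 37 °C. Luminescence was read after 15 min at room temperature.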
# GLP-1R agonist – qHTS of GLP-1 Receptor Agonists. Potency, µM (top dose mostly 45.6 µM), for inactives: at the highest dose activation, usual class: activators. AID 624172, 2012. hit rate 0.007% among 380,000. HEK293 GLP-1R CRE-luciferase, luminescence, 4-6 h; cells express a hypersensitive GLP-1R form; also: potency is read from the fitted curve at half-maximal effect; % of control where 0% means no effect
# IL-2 act – qHTS of IL-2 Activators; IL-2 activation reporter assay, cell-based qHTS; stimulated with anti-CD3/CD4/CD28 beads; in transgenic mouse T cells; activation, % (series mostly up to about 46 µM); hit rate 0.065% among 360,000; in the data active = activation above about 50%; inconclusive = mostly about 30% to 49%; also: 0% is about no effect
#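 Using fluorescent plate cytometry, EGFP and DsRed are detected in transgenic mouse T cells stimulated 18 h at 37 degrees C with antibody-coated beads after 60 min compound pretreatment.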
# EPAC1 antagonist – qHTS for Antagonist of cAMP-regulated guanine nucleotide exchange factor 3 (EPAC1): primary screen; Rap guanine nucleotide exchange factor 3 (Homo sapiens), O95398; EPAC1 GEF assay, Rap1b-BODIPY-GDP exchange fluorescence; Potency, µM (doses to about 115 µM), inactives show top-dose activity change, negative = inhibition, actives largely listed as inhibitors; hit rate 0.14% among 360,000;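 also: potency is read from the fitted curve at half-maximal effect; plate controls were vehicle for no effect and positive control for full effect; nearly all actives have a fitted effect of over 50% in size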
# PLK1 PBD block – qHTS for Inhibitors of PLK1-PDB (polo-like kinase 1 - polo-box domain): Primary Screen; Plk1 PBD binding of FITC phosphopeptide, fluorescence polarization; Potency, µM, without a hit: max response, negative = inhibition, hits mostly inhibitors; hit rate 2.8% among 360,000; AID 720504, 2013; also: potency is read from the fitted curve at half-maximal effect; series mostly up to about 57 µM; % is scaled to controls: 0 for no effect and ±100 for the full control effect; nearly all actives have a fitted effect of over 65% in size
# GLP1R cytotox – qHTS of GLP-1 Receptor Inverse Agonists: Cytotox Screen; HEK293 cAMP-luciferase reporter cells, luminescence, 24 h; Potency, µM (highest dose often 38.3 µM), inactives show top-dose activity change, negative = inhibition, actives largely listed as inhibitors; hit rate 0.13% among 410,000; AID 624418, 2012;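 also: loss of luciferase light is scored as toxicity; potency is read from the fitted curve at half-maximal effect; % is scaled to controls: 0 for no effect and ±100 for the full control effect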
#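 Cells in DMEM/10% Nu serum/1% pen-strep, 1536-well format. Pre-incubated 12 h, dosed with 23 nL compound, incubated a further 24 h. Luciferase detection, 12 min at room temp, luminescence.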
# PI5P4Ka inh – qHTS for Inhibitors of phosphatidylinositol 5-phosphate 4-kinase (PI5P4K); Phosphatidylinositol 5-phosphate 4-kinase type-2 alpha (Homo sapiens), P48426; hit rate 1.2% among 330,000; max response, %; AID 652105, 2013; PI5P4Kalpha enzyme, ADP-Glo luminescence, 60 min; stronger effect = lower value; active = max response of -50% or lower; inconclusive = between -30% and -50%; inactive = -30% or higher; also: value at the top dose of about 77 µM; % is scaled to controls: 0 for no effect and ±100 for the full control effect
# Target sequence (P48426 whole entry, looked up): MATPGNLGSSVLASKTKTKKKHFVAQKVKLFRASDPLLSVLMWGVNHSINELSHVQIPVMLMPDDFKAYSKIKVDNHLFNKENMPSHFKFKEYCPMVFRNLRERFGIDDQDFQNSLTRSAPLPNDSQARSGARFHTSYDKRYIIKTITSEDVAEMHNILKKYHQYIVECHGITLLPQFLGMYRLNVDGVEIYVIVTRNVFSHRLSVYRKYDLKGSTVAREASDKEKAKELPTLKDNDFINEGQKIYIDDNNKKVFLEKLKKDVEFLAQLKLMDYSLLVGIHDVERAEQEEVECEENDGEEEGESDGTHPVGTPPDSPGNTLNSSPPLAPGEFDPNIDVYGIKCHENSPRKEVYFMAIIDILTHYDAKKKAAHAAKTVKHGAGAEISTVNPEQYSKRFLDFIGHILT
#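 Single end-point luminescence (ADP-Glo) quantified ADP from PI5P4Kalpha turnover; ATP 5 microM final, 1 h at RT, 0.1% CHAPS and 0.28 mM EGTA in HEPES pH 7.4.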
# EPAC1 agonist – qHTS for Agonist of cAMP-regulated guanine nucleotide exchange factor 3 (EPAC1): primary screen; hit rate 0.073% among 360,000; EPAC1 agonist qHTS, biochemical assay; response scale: 100% = response to 6.5 mM cAMP; Rap guanine nucleotide exchange factor 3 (Homo sapiens), O95398; Potency, µM (top dose mostly 154 µM), for inactives: at the top dose activation, usual class: activators; also: potency is read from the fitted curve at half-maximal effect; nearly all actives have a fitted effect of over 60% in size
#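 EPAC1 100 nM, Rap1B–BODIPY-GDP 250 nM, unlabeled GDP 50 uM; compound titration; 5 min RT; kinetic read ex480/em540 at 5-min intervals ×30 min; data normalized to 6.5 mM cAMP agonist control.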
# * hit, by the source's call; i = inactive; ? = inconclusive; nt = not tested or not shown; & = joins results of further samples; [ ] = remark or other dose. Unless noted, calls follow the shape of the dose curve; as a rule, active = well fitted curve in the direction sought with a large enough effect; inconclusive = small, poorly fitted or top-dose-only effect, or another doubt; inactive = no such curve, though single readings can be large; an effect the other way counts as inactive or inconclusive. An excerpt, so the mix of outcomes need not match the whole.
no.	Structure	PLK1 PBD block	IL-2 act	GLP1R cytotox	GLP1R inv ag	PTHR1 agonist	GLP-1R agonist	PI5P4Ka inh	EPAC1 agonist	EPAC1 antagonist
1	CC1(C)CC(=O)C=C(c2cccc(CO)c2)C1	-2.2%	0.2	4.2%	0.3%	-23.7%	-2.4%	-10.9	-27.2%	-15.4%
2	O=C(CCCCC(=O)Nc1ccccc1)Nc1ccccc1	-2.9%	0.2	11.7%	-3.7%	i	2.2%	-1.8	12.6%	-5.6%
3	CCOC(=O)Cn1c2ccccc2n2nc(CCC(=O)O)c(=O)nc12	0.9%	-0.7	6.4%	-8.7%	-0.8%	-2.7%	7.0	-4.6%	5.7%
4	CCOC(=O)[C@@H]1[C@H]2COc3cc(OC)ccc3[C@@H]2N2C(=O)N(c3cccc(F)c3)C(=O)[C@]12C	-3.7%	-0.2	-4.4%	-25.5%	-20.1%	8.5%	-4.9	-4.5%	-20.5%
5	O=C(N/N=C/c1ccc2c(c1)OCO2)c1ccc(COc2cccc3cccnc23)cc1	-0.7%	0.7	-47.1%	?	-48.6%[inhibitor]	12.3%	-1.0	-13.9%	12.0%
6	O=C(c1ccco1)N1CCCN(Cc2nc(Cc3ccccc3)no2)CC1	-11.1%	0.3	1.8%	14.8%	-1.4%	12.2%	-6.6	7.4%	-5.3%
7	O=S(=O)(NC1CCCCCC1)c1ccc(Br)s1	-9.0%	1.3	-1.7%	?	-8.2%[57.5 µM]	12.7%	1.6	8.8%	6.0%
8	Cc1cccc(C)c1NC(=O)Nc1nnc([C@H]2C[C@H](O)[C@@H](CO)O2)s1	0.3%	1.5	1.4%	24.6%	-18.4%	1.1%	5.2	6.6%	-1.2%
9	Cc1cc(NC(=O)c2cccc(S(=O)(=O)N3CCCCCC3)c2)n(-c2ccccn2)n1	?	0.5	1.1%	2.3%	?	1.5%	-5.5	11.2%	10.6%
10	Cc1occc1C(=O)Nc1cccc(C(=O)O)c1	-8.7%	-1.5	10.0%	-1.9%	0.8%[57.5 µM]	-18.8%	nt	10.1%	8.2%
11	CCOC(=O)N1CCC(c2nc(C)sc2C(=O)O)CC1	-1.2%	-1.7	-1.1%	0.0%	i	9.1%	nt	1.2%	-0.6%
12	NC(=O)CC(NC(=O)c1ccc(Br)cc1)c1ccc(N2CCN(c3ccc(F)cc3)CC2)c([N+](=O)[O-])c1 (stereo not drawn)	0.5%	-2.4	-23.3%	-2.9%	-2.5%	4.7%	5.3	-19.0%	-2.4%
13	O=C(CN1C(=O)NC2(CCCCC2)C1=O)Nc1cc(C(F)(F)F)ccc1N1CCOCC1	3.6%	0.2	7.5%	20.8%	i	-7.7%	6.3	?	-19.1%
14	Cc1ccc(N(C(=O)C(F)(F)F)C(C(=O)NC2CCCCC2)c2ccncc2)cc1C (stereo not drawn)	11.9µM*	-0.8	5.3%	13.7%	-0.6%	-0.2%	-4.9	-4.7%	4.9%
15	NC(=O)C1(Nc2ccc(C(=O)O)cc2)CCCC1	-7.5%	-2.1	37.9%	7.6%	-9.2%	-0.6%	-10.1	-1.7%	0.7%
16	CCOC1=C2[C@@H](CN(S(=O)(=O)c3ccc(C)cc3)[C@H]2c2ccccc2F)[C@H]2C(=O)N(c3ccccc3)C(=O)[C@H]2C1	-3.6%	-0.2	-15.9%	-7.8%	-24.9%	5.8%	5.5	0.3%	-3.5%
17	COc1ccc2c(c1)c(=O)c(C(=O)c1ccc(Cl)cc1)cn2CC(=O)Nc1ccc2c(c1)OCCO2	nt	nt	1.9%	7.8%	-10.8%	0.1%	nt	nt	nt
18	COc1ccc2c(C)c(CCC(=O)NC3CC3)c(=O)oc2c1C	-3.3%	-0.2	2.9%	38.0%[activator]	-44.8%[inhibitor]	10.0%	4.9	20.0%	-3.7%
19	CC1CCCN(S(=O)(=O)CCNC(=O)c2ccc3c(c2)OCO3)C1 (stereo not drawn)	-2.6%	-1.2	11.9%	4.9%	i	-0.2%	5.6	5.4%	8.8%
20	Cc1cc(N2CCCC2)ccc1NC(=O)COc1ccc(Cl)cc1	-4.8%	-1.5	-10.1%	5.5%	-18.8%	-2.9%	-25.4	-2.8%	12.4%
21	CCCC(c1nnnn1Cc1ccco1)N1CCC(C(N)=O)CC1 (stereo not drawn)	-9.8%	-1.7	77.1%[activator]	2.7%	-12.7%[57.5 µM]	4.0%	-3.8	0.8%	-13.1%
22	CC(=O)Oc1ccc2c3c(c(=O)oc2c1)CCCC3	-3.7%	0.6	5.2%	22.7%	-36.1%[inhibitor]	21.7%	-1.9	8.0%	-6.6%
23	COc1ccc(NC(=O)Cn2nnc(C(=O)NCc3cccs3)c2N)cc1	-7.3%	-0.4	-16.9%&-12.6%	2.6%&0.0%	-14.9%	-0.7%&0.6%	17.3	9.0%	-6.3%
24	Cc1cc2c(cc1C)NC(c1cccnc1)C1=C(CC(C)(C)CC1=O)N2 (stereo not drawn)	-6.9%	0.3	-21.0%	-11.6%	i	1.4%	-0.7	1.4%	0.3%
25	CCOc1ncccc1C(=O)N(CC)CC(=O)NCc1ccc(F)cc1	-11.9%	0.7	-0.2%	-9.6%	i	7.8%	-7.5	6.6%	0.5%
26	COc1ccc(C2(C)NC(=O)N(CC(=O)NCc3ccccc3)C2=O)cc1OC (stereo not drawn)	-0.3%	-2.1	-10.7%	44.0%[activator]	i	11.7%	-3.7	9.5%	12.9%
27	OC(COc1ccccc1)CN1CCN(c2cccc(Cl)c2)CC1 (stereo not drawn)	-7.7%	-0.4	-2.0%	?	-3.2%	-3.7%	-0.1	-1.2%	-6.8%
28	C/C(=C\C(=O)c1ccc(Br)cc1)Nc1cccc(Cl)c1	-0.2%	13.2	7.5%	?	i	1.7%	22.8	-0.1%	2.4%
29	O=C(NCc1cn2ccsc2n1)c1c(F)cccc1Cl	-1.2%	-3.3	4.2%	-12.6%	i	-2.3%	4.3	-3.5%	-17.3%
30	Cc1cccc(Oc2ccccc2NC(=O)C2=COCCO2)c1	-4.5%	-0.5	3.7%	?	-19.9%	13.2%	20.8	5.6%	-16.3%
31	COc1ccc(/C=N/NC(=O)c2ccc(N(C)S(=O)(=O)c3ccccc3)cc2)cc1OC	-10.2%	-1.2	156.2%[activator]	20.1%	-72.1%[inhibitor]	22.9%	-4.1	-1.4%	?
32	COc1ccccc1N(C(=O)c1snc(C(N)=O)c1N)C(C(=O)NC1CCCCC1)c1cccc(OC)c1OC (stereo not drawn)	-3.4%	-0.5	-2.4%	?	-23.8%	7.6%	11.1	0.1%	?
33	Cc1cc(=S)[nH]c2c(C)cccc12	?	1.0	?	-20.3%	i	-6.4%	-9.7	3.7%	-8.0%
34	Cc1ccc(Nc2ncc(C(=O)N3CCN(c4ccc(F)cc4)CC3)c3ccccc23)cc1Cl	nt	nt	5.6%	2.82µM*	-23.8%	-2.1%	nt	nt	nt
35	COc1ccc(C(O)c2ncc(-c3cccc(F)c3)[nH]2)cc1F (stereo not drawn)	-4.5%	0.0	-6.6%	-4.7%	i	-4.5%	-1.2	-7.5%	-6.8%
36	COc1ccc(NC(=O)C(NC(=O)CNC(C)=O)c2ccc(C)cc2)cc1 (stereo not drawn)	-4.2%	-0.5	1.9%	-23.7%	-15.5%	-0.1%	-0.2	3.2%	-2.7%
37	COc1ccc(C(=O)NCCC(=O)NCc2cc(=O)n(C)c(=O)n2C)cc1	-6.3%	-1.4	1.2%	9.5%	i	0.6%	0.1	-5.9%	-24.8%
38	CCCCCNC(=O)C(c1ccc(OC)cc1)n1c(=O)c(-c2cc3ccccc3[nH]2)nc2ccccc21 (stereo not drawn)	4.1%	-0.5	nt	?	-23.6%	nt	9.8	-0.9%	-0.5%
39	CCOC(=O)C1CCN(C(=O)Cn2nc(C)n3cccc3c2=O)CC1	1.9%	0.7	-17.9%	-3.4%	i	-0.2%	3.3	13.0%	1.1%
40	CC(C)N(C(=O)CSc1nnnn1-c1ccc2c(c1)OCO2)C(C)C	-2.7%	-0.4	-6.6%	?	-18.1%	12.9%	2.3	-4.3%	4.5%
41	COCCNC(=O)/C(C#N)=C/C(C)=C/c1ccccc1	-8.3%	-0.6	-16.5%	24.1%	-23.9%	-1.3%	-5.6	-4.7%	-6.3%
42	Cc1cc(Sc2nnc(N)s2)c2ccccc2n1	?	-3.7	-29.0%	?	-52.1%[inhibitor]	-5.2%	-1.6	6.5%	?
43	O=C(Nc1ccccc1N1CCCCC1)c1ccc(-c2ccc(Cl)cc2)o1	26.7µM*	-3.4	?	?	i	11.9%	0.6	1.7%	-19.9%
44	CC(C)(C)OC(=O)N1CCC(c2nnc(SCc3ccccc3F)o2)CC1	nt	nt	-2.6%	?	i	0.0%	nt	nt	nt
45	CC(C)C(NC(=O)c1ccccc1F)C(=O)NCCc1ccccn1 (stereo not drawn)	-9.0%	0.9	-8.3%	3.6%	i	-0.4%	1.2	1.8%	1.9%

# Full records from above.
# Results for COc1ccc(C(O)c2ncc(-c3cccc(F)c3)[nH]2)cc1F (stereo not drawn) : PLK1 PBD block: -4.5%; IL-2 act: 0.0; GLP1R cytotox: -6.6%; GLP1R inv ag: -4.7%; PTHR1 agonist: i; GLP-1R agonist: -4.5%; PI5P4Ka inh: -1.2; EPAC1 agonist: -7.5%; EPAC1 antagonist: -6.8%
# Results for CC(C)N(C(=O)CSc1nnnn1-c1ccc2c(c1)OCO2)C(C)C : PLK1 PBD block: -2.7%; IL-2 act: -0.4; GLP1R cytotox: -6.6%; GLP1R inv ag: ?; PTHR1 agonist: -18.1%; GLP-1R agonist: 12.9%; PI5P4Ka inh: 2.3; EPAC1 agonist: -4.3%; EPAC1 antagonist: 4.5%
